Assay outcomes from PubChem BioAssay.
LEDGF integ inh – blocks HIV-1 LEDGF/p75-dependent DNA integration; TR-FRET IN-LEDGF/p75 DNA integration, Eu/Cy5; inhibition, % at 3.7 µM; 370,000 compounds, 0.64% hits; AID 743269;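 active = inhibition above the screen-wide mean plus 3 SD, cut at about 13% in these data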;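 note: signal is the Cy5 over europium emission ratio at 671 and 618 nm; 0% = plate median of compound wells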
DDE Tn6 FP inh – DD(E)-Tn6 binding inhibition, primary FP screen; P02675; Fibrin DD(E) TRITC-Tn6 fluorescence polarization displacement; inhibition, % at 8.3 µM; 370,000 compounds, 0.21% hits; AID 720509;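 active = inhibition above a per-campaign cutoff: mean of compounds within control limits plus 3 SD, cut at about 15% in these data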;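 note: 0% = median of all compound wells on the plate and 100% = blocking peptide control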
SIAE primary – inhibitors of human sialic acid acetylesterase SIAE | AID 1053197 | Q9HAT2 | 370,000 compounds, 0.69% hits | SIAE FP-Rh probe binding, fluorescence polarization | inhibition, % at 9.66 µM;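 active = inhibition above a cutoff: mean of compounds within the control limits plus 3 SD of those, cut at about 17% in these data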;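 note: 0% = plate median of compound wells and 100% = probe without SIAE protein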
MBD2 inh – blocks human MBD2 binding to methylated DNA. inhibition, % at 4.4 µM. TR-FRET, MBD2 binding to methylated oligonucleotide. 370,000 compounds, 0.31% hits. Q9UBB5; in the data active = inhibition above about 13%
Target sequence (Q9UBB5 whole entry, looked up): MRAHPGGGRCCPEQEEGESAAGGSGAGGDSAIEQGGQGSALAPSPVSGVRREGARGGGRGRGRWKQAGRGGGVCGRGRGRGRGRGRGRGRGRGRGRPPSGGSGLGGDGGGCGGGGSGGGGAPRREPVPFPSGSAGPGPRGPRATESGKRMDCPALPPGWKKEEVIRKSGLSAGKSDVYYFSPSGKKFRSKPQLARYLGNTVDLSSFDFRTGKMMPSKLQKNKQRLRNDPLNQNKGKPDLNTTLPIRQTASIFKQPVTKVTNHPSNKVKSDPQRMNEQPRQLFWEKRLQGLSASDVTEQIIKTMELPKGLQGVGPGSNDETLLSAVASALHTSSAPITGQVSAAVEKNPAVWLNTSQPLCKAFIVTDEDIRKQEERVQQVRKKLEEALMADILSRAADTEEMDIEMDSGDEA
UHRF1 MBD2 ctr – blocks human UHRF1 binding to methylated DNA; Q96T88; UHRF1 binding to methylated oligo, TR-FRET; inhibition, % at 4.4 µM; 370,000 compounds, 0.75% hits; AID 687016; in the data active = inhibition above about 21%;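 note: UHRF1 SRA domain binding a hemimethylated CpG hairpin DNA probe; 0% = median of test compound wells and 100% = reference inhibitor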
TDP2 inh – TDP2 (human) inhibition, absorbance primary screen. recombinant TDP2, T5PNP hydrolysis, p-nitrophenol absorbance 415 nm. O95551. inhibition, % at 12.8 µM. 370,000 compounds, 0.34% hits;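 active = inhibition above the mean of all tested compounds plus 3 SD, set per campaign, cut at about 25% in these data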;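 note: 0% = DMSO with enzyme and 100% = buffer with substrate but no TDP2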
Target sequence (O95551 whole entry, looked up): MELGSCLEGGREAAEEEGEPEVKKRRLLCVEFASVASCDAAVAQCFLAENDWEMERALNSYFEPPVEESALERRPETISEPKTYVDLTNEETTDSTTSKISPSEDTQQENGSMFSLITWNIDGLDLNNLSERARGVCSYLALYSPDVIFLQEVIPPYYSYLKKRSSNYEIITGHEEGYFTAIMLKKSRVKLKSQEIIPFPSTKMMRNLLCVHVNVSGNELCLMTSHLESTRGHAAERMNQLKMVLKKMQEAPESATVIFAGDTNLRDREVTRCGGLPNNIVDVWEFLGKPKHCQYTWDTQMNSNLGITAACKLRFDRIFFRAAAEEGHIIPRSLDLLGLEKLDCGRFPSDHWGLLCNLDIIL
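Evaluation: % inhibition relative to enzyme-containing and enzyme-free wells. Material: recombinant human TDP2. Benchmarks: enzyme-free and DMSO wells. Timing: enzyme reaction with compound for 2 h at 37 °C. Compound dosing: 12.8 µM only. Measured by: p-Nitrophenol epi absorbance. Reagent: T5PNP substrate at 5 mM, a TopII-DNA adduct mimic. Replication: single well per compound.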
PRMT1 inh – PRMT1 (human) inhibition, primary screen; Q99873; recombinant PRMT1, activity-based probe fluorescence polarization; inhibition, % at 2.79 µM; 370,000 compounds, 1.3% hits; AID 652257;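 active = inhibition above about 21% made by adding two undisclosed values, limit read from the data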
KLK7 zymogen act – activates the human kallikrein-7 zymogen; P49862; purified proKLK7, EDANS-DABCYL substrate fluorescence; 100% is mature enzyme control, 0% vehicle; activation, % at 7 µM; 370,000 compounds, 0.9% hits;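 active = activation above the mean of all tested compounds plus 3 SD, computed per campaign excluding outliers beyond control limits, cut at about 13% in these data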
Tn7 DDE FP – disrupts Tn7 cyclic peptide binding to fibrin D-Dimer-E complex | P02675 | FP displacement of FITC-Tn7 peptide from fibrin DD(E); 0% = median of compound wells per plate | inhibition, % at 8.3 µM | 370,000 compounds, 0.13% hits | AID 720508;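 active = inhibition above the mean of compounds falling within the control limits plus 3 SD of them, cut at about 14% in these data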;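 note: 0% = plate median of compound wells and 100% = 10 µM Aha-Tn7 peptide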
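Assay system: Human clot-derived fibrin DD(E) complex | Buffer or medium: Tris/NaCl/CaCl2 buffer, pH 7.8 | Repeats: One replicate per compound | Benchmarks: Aha-Tn7 high control | Measure: % inhibition scaled between sample-field median and high-control FP | Schedule: 10 min plus 3 h, room temperature | Signal: Fluorescence polarization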
TCR CD3 inh – blocks the human TCR-CD3 interaction; TAMRA-labeled TCR probe fluorescence, biochemical; inhibition, % at 9.4 µM; 360,000 compounds, 0.37% hits; AID 651800; in the data active = inhibition above about 19%;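 note: recombinant mutant TCR 2C K166C tagged with TAMRA read by polarization; 0% = receptor in buffer alone and 100% = receptor with positive control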
Active calls of the source: *; / = no result given.

SMILES	LEDGF integ inh	DDE Tn6 FP inh	SIAE primary	MBD2 inh	UHRF1 MBD2 ctr	TDP2 inh	PRMT1 inh	KLK7 zymogen act	Tn7 DDE FP	TCR CD3 inh
CCCOc1ccc(-c2nc(OC)c3ccccc3n2)cc1	0	-6	-9	6	2	-8	5	-3.2	2	-9
O=C(Nc1ccc(C(F)(F)F)cc1)C1CCCN1S(=O)(=O)c1cccc2cccnc12 (stereo not drawn)	0	2	-8	0	-1	8	0	-0.7	-3	1
COc1ccc(NC(=O)CC2SC(N3CCCC3)=NC2=O)cc1Cl (stereo not drawn)	0	-11	-6	-1	1	-5	0	-0.3	-3	2
CN(C)c1ccc(-n2cccc2/C=C2/SC(=Nc3ccc(F)cc3)NC2=O)cc1	1	-4	1	-2	-2	-1	-2	-0.3	6	-2
COCC1CN(CCc2ccc(F)cc2)S(=O)(=O)c2c(F)cccc2O1 (stereo not drawn)	18*	0	1	2	-1	-3	7	-0.1	7	2
C[C@H]1CN(S(=O)(=O)C(C)(C)C)[C@@H](CCO)/C1=C\c1ccccc1	-2	-4	1	-3	2	2	1	0.2	0	-10
O=C(NCCN1CCN(Cc2ccccc2)CC1)c1ccc(CS(=O)(=O)c2c(Cl)cccc2Cl)o1	-1	7	-2	1	-3	4	-1	-0.1	3	-3
O=C(/C=C\c1cn(-c2ccccc2)nc1-c1ccccc1)Nc1nccs1	0	-4	-12	-2	0	4	-1	3.2	-2	1
CCc1ccc(-c2nc(CN3CCC(C(=O)NCc4ccco4)CC3)c(C)o2)cc1	4	-5	2	-5	-2	-1	-2	-0.8	-1	9
CCCC(=O)NC(=S)Nc1ccc(N2CCOCC2)c(Cl)c1	1	7	-4	-2	-2	-3	1	-0.1	1	9
COc1ccc(OC)c(NC(=O)CN2CCC(C(=O)c3ccc(C)cc3)CC2)c1	4	-5	2	-4	-3	-20	-3	0.0	3	-5
Cc1cc(C)cc(-n2nnc(C(=O)NCc3ccco3)c2N)c1	-1	-2	-3	3	1	-2	2	0.2	6	-2
Cc1oc2c(C)c3oc(=O)c(CCC(=O)NCCCN4CCOCC4)c(C)c3cc2c1C	0	5	3	-1	2	-2	-3	-30	1	0
COc1ccc(OC)c(NC(=O)O[C@@H]2CC[C@@]34CCCN3C(=O)CCC[C@H]4C2)c1	1	-1	9	4	0	5	1	/	8	/
S=C(NCc1ccncc1)Nc1ccc(Br)cc1	-3	4	3	-5	-1	-4	2	0.6	-1	0
Cc1ccc(Sc2ncccc2C(=O)NCc2cc([N+](=O)[O-])ccc2O)cc1C	-3	-1	-5	0	-1	2	-2	0.0	4	2
CNC(=O)Nc1ccc(Cl)cc1	2	0	3	-8	-3	0	-2	-1.2	-5	1
c1ccc(-c2cn3cccnc3n2)cc1	0	5	0	3	-4	8	4	32*	5	-3
CCOC(=O)CN(C(=O)COc1nc(-c2ccccc2)cc(C)c1C#N)c1ccc(F)cc1	-3	3	-2	-1	1	21	-4	-0.1	9	-7
COc1cccc(NC(=O)CSc2ccc3nnc(-c4ccncc4)n3n2)c1	-2	0	16	2	-4	12	-3	-0.6	-3	8
Cc1cc(C)cc(N2CC(O)Cn3c2nc2c3c(=O)[nH]c(=O)n2C)c1 (stereo not drawn)	5	4	-3	-2	6	-28	-1	-0.8	1	-8
O=C(NNC(=O)c1ccc(Cl)cc1Cl)c1cccs1	1	-9	0	4	4	-13	-2	0.0	-9	-6
CN1N=C(C(=O)N2CCc3c([nH]c4ccccc34)C2c2c(F)cccc2Cl)CCC1=O (stereo not drawn)	-1	-3	6	5	1	-3	3	2.5	-3	1
Cc1ccc(C(=O)ON=C2CCN(c3ccc([N+](=O)[O-])cc3)CC2)cc1	6	-4	-3	-1	-4	-3	-1	0.0	1	3
COc1ccccc1C(=O)Nc1nnn(C)n1	5	-5	8	8	18	6	-3	0.3	-3	-5
O=C1CCC(=O)N1c1cccc(OS(=O)(=O)c2ccccc2)c1	6	-7	4	-1	1	1	-3	0.6	-2	1
Cc1nc(SC2CCOC2=O)c2c(C)c(C)sc2n1 (stereo not drawn)	-1	-2	2	-4	1	-2	0	1.3	-8	9
COc1ccc(CC(=O)N(C)Cc2ccc(OC(F)F)cc2)cc1S(=O)(=O)N1CCOCC1	-6	-5	-6	0	2	-15	0	0.7	6	-4
CC(C)C(=O)N(Cc1ccc2c(c1)OCO2)Cc1ccccn1	-3	7	3	-2	1	5	-4	0.6	3	-2
CCNC(=S)NNc1nc(N2CCOCC2)nc(N2CCOCC2)n1	3	-4	3	0	-1	-2	0	0.1	1	0
CCC(C)NS(=O)(=O)c1ccc(OCC(=O)Nc2ccc(F)cc2F)cc1 (stereo not drawn)	-2	9	-3	-4	0	7	0	0.0	-4	5
Cc1snc(S(=O)(=O)Cc2ccccc2Cl)c1C#N	-1	2	-5	1	0	-5	1	0.3	7	-5
Cc1ccccc1OCC(=O)Nc1ccc2c(c1)ncn2C	3	-7	-3	-3	-2	1	-3	0.0	-3	-1
CC1CCCC(C)N1C(=O)COC(=O)CNS(=O)(=O)c1ccc2ccccc2c1 (stereo not drawn)	5	-4	-1	1	2	-12	-4	0.7	-3	-1
COc1ccc(CNC(=S)Nc2cccc(OC)c2)cc1	-5	-3	12	1	-2	5	1	-0.1	5	0
O=C(Nc1ccnn1C1CCN(C/C=C/c2ccccc2)CC1)c1cccc(F)c1	3	2	-1	1	-1	7	-1	0.3	0	2
Cc1ccccc1C(=O)N1CCN(c2ccc(NC(=O)c3cccs3)cc2)CC1	-4	-2	-5	2	2	2	4	0.2	4	-7
CC1=NN(c2ccccc2)C(=O)/C1=C/C=C/C=C/N(C)C	23*	1	-47	-21	-29	8	-3	0.5	2	-20
O=C(Nc1cccnc1)Nc1ccc(Br)cc1Cl	-1	-2	-20	3	0	1	2	-0.3	-4	4
Cc1c(NC(=S)NC(NC(=O)C(C)(C)C)C(Cl)(Cl)Cl)c(=O)n(-c2ccccc2)n1C (stereo not drawn)	-2	3	-4	6	2	-9	3	0.3	3	4

Some of these compounds in order of molecular weight, descending:
SMILES	LEDGF integ inh	DDE Tn6 FP inh	SIAE primary	MBD2 inh	UHRF1 MBD2 ctr	TDP2 inh	PRMT1 inh	KLK7 zymogen act	Tn7 DDE FP	TCR CD3 inh
CN1N=C(C(=O)N2CCc3c([nH]c4ccccc34)C2c2c(F)cccc2Cl)CCC1=O (stereo not drawn)	-1	-3	6	5	1	-3	3	2.5	-3	1
CC1CCCC(C)N1C(=O)COC(=O)CNS(=O)(=O)c1ccc2ccccc2c1 (stereo not drawn)	5	-4	-1	1	2	-12	-4	0.7	-3	-1
Cc1ccccc1C(=O)N1CCN(c2ccc(NC(=O)c3cccs3)cc2)CC1	-4	-2	-5	2	2	2	4	0.2	4	-7
O=C(Nc1ccnn1C1CCN(C/C=C/c2ccccc2)CC1)c1cccc(F)c1	3	2	-1	1	-1	7	-1	0.3	0	2
CCC(C)NS(=O)(=O)c1ccc(OCC(=O)Nc2ccc(F)cc2F)cc1 (stereo not drawn)	-2	9	-3	-4	0	7	0	0.0	-4	5
O=C1CCC(=O)N1c1cccc(OS(=O)(=O)c2ccccc2)c1	6	-7	4	-1	1	1	-3	0.6	-2	1
O=C(NNC(=O)c1ccc(Cl)cc1Cl)c1cccs1	1	-9	0	4	4	-13	-2	0.0	-9	-6
CC(C)C(=O)N(Cc1ccc2c(c1)OCO2)Cc1ccccn1	-3	7	3	-2	1	5	-4	0.6	3	-2
COc1ccc(CNC(=S)Nc2cccc(OC)c2)cc1	-5	-3	12	1	-2	5	1	-0.1	5	0
Cc1nc(SC2CCOC2=O)c2c(C)c(C)sc2n1 (stereo not drawn)	-1	-2	2	-4	1	-2	0	1.3	-8	9
CC1=NN(c2ccccc2)C(=O)/C1=C/C=C/C=C/N(C)C	23*	1	-47	-21	-29	8	-3	0.5	2	-20

The list goes on:
SMILES	LEDGF integ inh	DDE Tn6 FP inh	SIAE primary	MBD2 inh	UHRF1 MBD2 ctr	TDP2 inh	PRMT1 inh	KLK7 zymogen act	Tn7 DDE FP	TCR CD3 inh
O=C(NCc1cccnc1)c1ccc(-c2ccc(Cl)cc2)o1	0	-3	-1	-1	-1	0	2	0.3	-3	9
CCN1N=C(c2ccccc2)Cn2c1nc1ccccc12	0	-6	-4	5	0	1	3	-5.3	12	-5
Cc1cc(C)cc(NC(=O)CSCc2nc3c(nnn3Cc3ccc(F)cc3)c(=O)[nH]2)c1	1	-10	2	-5	2	-1	-6	0.5	0	6
Cc1cc(Oc2cccc3c2S(=O)(=O)N([C@H](C)c2ccccc2)C[C@@H](COCc2ccccc2)O3)cc(C)c1C	-4	2	6	2	8	12	2	0.3	9	5
O=C(Nc1ccccc1)NC1CCN(Cc2ccccc2)CC1	-1	-11	6	-4	3	-12	-2	0.4	-7	6
O=C(/C=C/c1ccc([N+](=O)[O-])s1)N1CCN(c2ccccc2)CC1	5	2	9	3	-2	0	-2	0.4	-1	4

KLK7 zymogen act: entries above that show a hit.
SMILES	LEDGF integ inh	DDE Tn6 FP inh	SIAE primary	MBD2 inh	UHRF1 MBD2 ctr	TDP2 inh	PRMT1 inh	KLK7 zymogen act	Tn7 DDE FP	TCR CD3 inh
c1ccc(-c2cn3cccnc3n2)cc1	0	5	0	3	-4	8	4	32*	5	-3

This is a random part of the collection; 4.6% or so of the library scored in one or more.
